# Wnt bcat act: Wnt/beta-catenin pathway activators, primary screen, cell-based, plate reader, single point; activation, % at 9.35 µM; Wnt/beta-catenin reporter cell assay, activator; 300,000 tested, 1.2% active; in the data active = activation above about 30%, passing the limit was not always enough; inconclusive = no clear call, values can overlap the other calls;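 also: 0% = neutral control wells and 100% = positive control wells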
# HTR5A ag ctr: HTR5A agonists in luminescence cell assay, primary screen, counter-screen for OPRM1-OPRD1 heterodimer agonist project, full-deck HTS; 5-hydroxytryptamine receptor 5A (Homo sapiens), P47898; 340,000 tested, 0.61% active; AID 504692, 2011; cell-based; activation, % at 9.3 µM; in the data active = activation mostly above about 9.5%, no sharp cut-off; inactive = mostly below about 7.6%;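 also: 0% = cells with vehicle only and 100% = reference agonist; strong numbers were not always called active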
# dFosB activator: activators of delta FosB homodimer, primary screen, biochemical, fluorescence polarization, TAMRA-CDK5 oligo, single point | activation, % at 25 µM | purified delta FosB; percent of positive-control signal above neutral wells | 340,000 tested, 0.99% active | Protein FosB (Mus musculus), P13346 | AID 493131, 2011;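 active = mean activation above about 17%, with every replicate also reaching it, limit read from the data, passing the limit was not always enough; inconclusive = only one of the two conditions met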;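 also: fluorescence polarization rise as delta FosB binds a TAMRA Cdk5 AP-1 oligo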
# Target sequence (P13346 whole entry, looked up): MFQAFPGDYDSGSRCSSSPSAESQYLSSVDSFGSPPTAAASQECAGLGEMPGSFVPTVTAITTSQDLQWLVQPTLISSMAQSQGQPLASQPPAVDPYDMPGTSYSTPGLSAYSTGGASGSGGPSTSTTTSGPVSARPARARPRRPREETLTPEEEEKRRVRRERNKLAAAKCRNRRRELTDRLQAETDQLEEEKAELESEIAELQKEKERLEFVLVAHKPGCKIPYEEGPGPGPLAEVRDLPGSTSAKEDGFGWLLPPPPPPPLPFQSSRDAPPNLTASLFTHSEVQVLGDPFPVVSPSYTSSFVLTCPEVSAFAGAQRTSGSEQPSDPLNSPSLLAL
# MITF TRPM1 HTS: activators of MITF-driven TRPM1 promoter reporter, primary screen, cell-based, SK-MEL-5, luciferase, single point; SK-MEL-5 TRPM1-promoter luciferase, 24 h; % of positive control, neutral wells = 0; activation, % at 12.5 µM; 300,000 tested, 0.75% active; AID 588334, 2011;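 active = mean activation of at least 80% with every replicate also reaching 80%; inconclusive = mean reaches 80% but some replicate falls short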;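 also: 0% = neutral control wells and 100% = parthenolide positive control wells; values of inactives mirror those of a sister screen read the other way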
# NSD2 inh: NSD2 histone methyltransferase inhibitors, primary screen, biochemical, AlphaScreen, single concentration, set 2; Histone-lysine N-methyltransferase NSD2 (Homo sapiens), O96028; inhibition, % at 12.5 µM; NSD2 peptide methylation, 120 min; 310,000 tested, 0.54% active; in the data active = inhibition above about 50%
# SR-BI DiI inh: inhibitors of SR-BI mediated HDL lipid uptake, primary screen, ldlA[mSR-BI] cells, fluorescence, single point | ldlA[mSR-BI] CHO cells, DiI-HDL uptake fluorescence, 3 h | inhibition, % at 12.5 µM | 320,000 tested, 0.96% active | AID 488896, 2010;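 active = mean replicate inhibition of at least 70% and a set share of replicates each scoring 70 or more; inconclusive = meets just one of the two criteria; inactive = fails both criteria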;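 also: 0% = median of neutral control wells and 100% = median of positive control wells; values of inactives mirror those of a sister screen read the other way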
# Target sequence (Q61009 whole entry, looked up): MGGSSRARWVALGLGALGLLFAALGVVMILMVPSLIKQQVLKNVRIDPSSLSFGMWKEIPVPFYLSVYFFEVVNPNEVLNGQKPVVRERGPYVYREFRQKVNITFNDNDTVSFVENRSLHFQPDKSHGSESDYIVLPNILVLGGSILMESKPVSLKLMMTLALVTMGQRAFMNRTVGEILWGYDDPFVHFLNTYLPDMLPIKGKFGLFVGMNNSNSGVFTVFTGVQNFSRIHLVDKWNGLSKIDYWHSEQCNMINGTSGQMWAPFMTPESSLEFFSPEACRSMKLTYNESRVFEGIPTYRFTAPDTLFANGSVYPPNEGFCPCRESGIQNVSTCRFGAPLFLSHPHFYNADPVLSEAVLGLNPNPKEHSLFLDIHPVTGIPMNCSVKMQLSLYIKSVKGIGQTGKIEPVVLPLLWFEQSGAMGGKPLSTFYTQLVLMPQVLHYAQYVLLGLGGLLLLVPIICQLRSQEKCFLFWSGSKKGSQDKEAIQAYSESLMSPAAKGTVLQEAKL
# HTR5A inv ctr: HTR5A inverse agonists in luminescence cell assay, primary screen, counter-screen for OPRM1-OPRD1 heterodimer inverse agonist project, full-deck HTS | 5-hydroxytryptamine receptor 5A (Homo sapiens), P47898 | HTR5A cell line, inverse agonism | inhibition, % at 9.3 µM | 340,000 tested, 0.083% active | AID 504634, 2011; in the data active = inhibition mostly above about 23%, no sharp cut-off; inactive = mostly below about 18%;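 also: 0% = cells with DMSO and 100% = no-cell wells with DMSO; some compounds called inactive have numbers as strong as hits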
# CDK5 p35 inh: inhibitors of human CDK5/p35 kinase, primary screen, biochemical, single concentration; Cyclin-dependent kinase 5 (Homo sapiens) + Cyclin-dependent kinase 5 activator 1 (Homo …; Recombinant CDK5/p35, ADP-Glo luminescence, 60 min; inhibition, % at 10 µM; 330,000 tested, 0.01% active; AID 488839, 2010;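 active = highest replicate inhibition of at least 50% and at least 75% of replicates reaching 50%; inconclusive = only one of the two criteria met; inactive = both criteria failed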;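 also: plate controls were DMSO neutral control for no effect and GW8510 at 10 µM for full effect; many of its hits are not listed in these tables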
# PvdQ inh: P. aeruginosa PvdQ acylase inhibitors, primary screen, biochemical, fluorescence, plate reader and imaging, single point; purified PvdQ acylase; inhibition, % at 10 µM; 340,000 tested, 0.063% active; AID 488965, 2010; in the data active = inhibition above about 30%, passing the limit was not always enough; inconclusive = no clear call, values can overlap the other calls;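 also: 0% = vehicle neutral wells and 100% = reference inhibitor wells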
# V-ATPase pH: regulators of yeast V-ATPase proton pumping, primary screen, pHLuorin cytosolic pH fluorescence. S. cerevisiae. response, % at 10 µM. 350,000 tested, 0.37% active; in the data active = response mostly above about 7.3%, no sharp cut-off; inactive = mostly below about 5.4%; also: actives read high; inactives centre near 0; some compounds called inactive have numbers as strong as hits; reference of the scale not given here
# * marks the source's active call; other numbers are inactive results; ? = inconclusive; / = no result given. Hits appear at their usual frequency (roughly 5% active in at least one column).
SMILES,Wnt bcat act,HTR5A ag ctr,dFosB activator,MITF TRPM1 HTS,NSD2 inh,SR-BI DiI inh,HTR5A inv ctr,CDK5 p35 inh,PvdQ inh,V-ATPase pH
COc1ccc(/C=C/c2nnc(NC(=O)COc3ccc(C)cc3)s2)cc1,/,4,-7,17,-2,-7,-8,-0.2,-7,2
Cc1ccc(C(c2nnnn2C2CCCC2)N2c3ccccc3CC2C)cc1 (centres undefined),2,2,-5,-7,1,0,5,1.6,-8,-1
Cc1ccccc1NC1=CC(=O)CC(C)(C)C1,/,3,4,3,3,-9,-11,1.6,5,5
O=C(O)/C(=C\c1ccccc1Cl)c1ccc(S(=O)(=O)N2CCCCC2)s1,2,-5,0,-7,26,-16,14,-3.4,-5,-1
CCC[C@@H](CN1CCC[C@H]1CN1C(N)=NC[C@H]1CC(C)C)N1C[C@@H]([C@H](C)CC)N(CCc2ccc(Cl)c(Cl)c2)C1=N,-2,-1,5,2,/,-1,5,5.4,3,3
CCOc1cc(C)c(C(C)C)cc1S(=O)(=O)N1CC(C)OC(C)C1 (centres undefined),/,-1,-2,-13,2,-21,13,-1.1,-4,-5
CC(Nc1cc(N2CCN(S(=O)(=O)N(C)C)CC2)ccc1[N+](=O)[O-])c1ccccc1 (centres undefined),-3,-5,-6,8,0,30,13,-2.9,-16,-2
CCOC(=O)N1CCN(C(=O)c2cccc(N3C(=O)NC4CC3(C)Oc3ccccc34)c2)CC1 (centres undefined),4,4,0,-6,-7,-6,4,0.8,-3,0
CCOC(=O)N1CC=C2C(C#N)=C(N)C(C#N)(C#N)[C@H](c3cccs3)[C@H]2C1,-3,-2,-14,-3,2,56,6,-6.0,-12,3
COC(=O)c1ccc(COc2ccc(Cl)cc2)o1,1,2,-2,58,-1,/,-9,0.8,6,-1
Cc1ccc(C)c(-c2nc3cc(N)ccc3o2)c1,2,-1,-7,-22,-3,-7,2,-0.7,-12,1
CCOC(=O)c1cc(-c2csc(COc3ccc(Cl)cc3)n2)on1,1,-4,-3,-6,-3,-17,11,1.2,-9,-2
COc1ccc(CN2C(=NC(=O)c3ccccc3)SC3CS(=O)(=O)CC32)cc1 (centres undefined),-4,0,11,8,-3,0,-30,/,10,0
O=C(C[n+]1cccc(CNC(=O)c2ccc(OC(F)F)cc2)c1)Nc1cc(C(F)(F)F)ccc1Cl,-1,2,-118,-13,1,-11,-20,-0.3,-4,-5
Cc1ccc(-c2csc(NC(=O)c3c(C)noc3C)n2)cc1,24,4,-12,46,-2,36,-9,-0.6,22,-2
Cc1ccc(NC(=O)Cn2nnc(C(=O)Nc3ccc(F)c(Cl)c3)c2N)cc1,-2,0,?,-1,-5,-9,1,-0.1,5,4
CCOC(=O)C1=NN(c2ccc(Cl)cc2)C(=O)C1,65*,-1,-2,145*,/,6,3,2.0,15,-1
COc1ccc(CNC(=O)CN2CCC(C(=O)c3ccc(OC)cc3)CC2)cc1,-6,4,-3,3,-7,26,7,-0.9,-4,1
Cc1cc(-c2nnc(SCc3cccnc3)o2)no1,/,-5,0,-7,-2,9,11,1.3,-8,-2
Cc1cc(C)c2c(CC(=O)NC3CCS(=O)(=O)C3)coc2c1 (centres undefined),1,3,2,6,-3,-33,-11,1.4,-8,3
COc1ccc(/C=C2/SC(=S)N(CCCC(=O)Nc3ccccc3C(=O)O)C2=O)cc1,-7,-2,-7,/,46,/,6,-3.9,2,-2
COc1cccc(C2CC(=O)Nc3n[nH]c(-c4ccccc4)c32)c1OC (centres undefined),2,-4,-6,3,2,30,11,0.6,-10,1
O=C(CN1C(=O)C2CC=CCC2C1=O)Nc1ccc(S(=O)(=O)Nc2ncccn2)cc1 (centres undefined),3,10,-4,11,-4,-6,-28,0.4,-5,1
O=C(NC1CCC1)C1CCC(=O)N(Cc2ccccc2F)C1 (centres undefined),2,-1,1,-6,-5,-1,-16,2.7,-13,1
COc1ccc(-c2nc3ccccn3c2NC2CCCCC2)cc1SC1CCCCC1,-12,2,-7,4,/,35,12,-1.5,-17,2
# More results:
SMILES,Wnt bcat act,HTR5A ag ctr,dFosB activator,MITF TRPM1 HTS,NSD2 inh,SR-BI DiI inh,HTR5A inv ctr,CDK5 p35 inh,PvdQ inh,V-ATPase pH
CCC1CCCCN1CCCNC(=O)c1c(O)nc2ccccn2c1=O (centres undefined),-1,-4,5,-1,-2,-6,-1,-1.1,-13,4
CN(C)C(CNC(=O)c1ccccc1OCc1ccc(Cl)cc1)c1ccco1 (centres undefined),-1,-10,-5,7,5,18,26,-0.5,4,-3
Cc1ccc(C(=O)NCCN(C)C)c(C)c1,3,-1,-1,0,6,-7,2,1.6,-17,-2
Cc1cccc(NC(=O)c2cc(S(=O)(=O)c3ccccc3)ccc2Cl)c1,/,10,8,-17,0,22,-28,0.0,-12,-3
CSc1nncc(/C(C)=N/O)n1,0,2,-2,5,-2,-39,10,-0.5,-4,-1
CCN(CC)S(=O)(=O)c1ccc(C(=O)NC(C)(C)C)cc1,-1,1,0,-3,-2,30,-3,-1.0,7,5
NC(=O)CN1C(=O)NC2(CCOc3ccccc32)C1=O (centres undefined),-1,8,-9,-6,-2,/,-22,-1.7,1,-2
Cc1ccc(C)c(NC(=O)CN(C)S(=O)(=O)c2cccc3cccnc23)c1,-1,1,-22,9,-8,/,-4,1.1,-10,0
Cc1ccc(NC(=O)CSc2nnc(Cn3cnc4ccccc43)o2)c(C)c1,1,2,-7,/,-7,-13,-14,-0.8,2,-2
CC(=O)Nc1ccc(Nc2cc(C)nc3c(-c4ccccc4)cnn23)cc1,26,2,-12,4,-7,41,12,-0.2,1,-3
O=C(Cc1ccccc1F)NCC(c1ccco1)N1CCCCC1 (centres undefined),-2,2,-4,14,0,-9,-1,-0.3,-14,1
O=c1cc(-c2ccccc2)[nH]n1-c1ccc([N+](=O)[O-])cc1,6,9,-2,-1,21,44,-29,-3.4,-14,1
COc1ccc(-n2ncc(C(C)NS(=O)(=O)c3cc(F)ccc3C)c2C)cc1 (centres undefined),0,1,-4,13,-5,2,0,-0.7,-14,0
COCCNc1nc(SCc2ccccc2)nc2sc3c(c12)CCC3,/,2,3,/,-3,36,4,-0.4,-12,2
COc1ccc(C(=O)NNC(=O)C(=O)NC2CCCCC2)cc1,9,0,-4,/,/,/,0,1.3,-15,3
Cc1ccc(/C=C2\SC(=S)N(c3c(C)n(C)n(-c4ccccc4)c3=O)C2=O)cc1,-3,4,-10,-1,3,28,-12,-1.8,-12,-2
C[C@@H]1CN([C@@H](C)CO)C(=O)c2cc(NS(C)(=O)=O)ccc2O[C@@H]1CN(C)S(=O)(=O)c1ccccc1,0,1,-10,7,/,-11,-2,1.1,-4,3
CCCNC(=O)c1csc2c1CCCCC2,4,-3,-6,-14,1,-15,9,-1.0,-11,-1
CCOc1cccc2sc(NN)nc12,-2,-8,-14,-22,2,59,20,3.1,-10,1
NC(=O)c1ccc(CSc2nc3ccccc3s2)cc1,19,0,-9,55,-2,-27,-14,0.7,3,1
NC1=NC(=O)C(Cc2ccc(F)cc2)S1 (centres undefined),0,-2,4,0,0,-10,8,0.3,-21,-3
CCOC(=O)c1ccccc1OCc1cc(/C=N/NC(=O)c2ccncc2)ccc1OC,0,4,-37,/,0,1,-11,-2.2,-7,1
O=C(COC(=O)C1CCN(S(=O)(=O)c2cccs2)CC1)Nc1ccc(F)c(F)c1F,-2,-1,-1,-5,-3,-16,3,-0.3,-5,3
O=C(NC1CCOC1)c1cc(COc2cccc(C(F)(F)F)c2)on1 (centres undefined),15,9,-10,56,-4,8,1,-4.6,-6,3
Cc1nn(C)c(C)c1S(=O)(=O)N1CCCC(C(=O)NC2CCCCC2)C1 (centres undefined),/,0,0,1,-2,-24,1,0.5,-21,1
Cc1nc2ccccc2n1-c1nc(-c2ccco2)cc(C(F)(F)F)n1,/,3,-2,-75,-6,5,9,-2.5,-8,3
CSc1ncccc1C(=O)OCC(=O)c1[nH]c(C)c(C(C)=O)c1C,-4,6,-27,29,-1,45,-1,-0.5,7,4

# 11 entries out of the list, sorted by heavy-atom count, largest number first.
SMILES,Wnt bcat act,HTR5A ag ctr,dFosB activator,MITF TRPM1 HTS,NSD2 inh,SR-BI DiI inh,HTR5A inv ctr,CDK5 p35 inh,PvdQ inh,V-ATPase pH
C[C@@H]1CN([C@@H](C)CO)C(=O)c2cc(NS(C)(=O)=O)ccc2O[C@@H]1CN(C)S(=O)(=O)c1ccccc1,0,1,-10,7,/,-11,-2,1.1,-4,3
O=C(COC(=O)C1CCN(S(=O)(=O)c2cccs2)CC1)Nc1ccc(F)c(F)c1F,-2,-1,-1,-5,-3,-16,3,-0.3,-5,3
Cc1ccc(NC(=O)CSc2nnc(Cn3cnc4ccccc43)o2)c(C)c1,1,2,-7,/,-7,-13,-14,-0.8,2,-2
Cc1cccc(NC(=O)c2cc(S(=O)(=O)c3ccccc3)ccc2Cl)c1,/,10,8,-17,0,22,-28,0.0,-12,-3
COCCNc1nc(SCc2ccccc2)nc2sc3c(c12)CCC3,/,2,3,/,-3,36,4,-0.4,-12,2
O=C(Cc1ccccc1F)NCC(c1ccco1)N1CCCCC1 (centres undefined),-2,2,-4,14,0,-9,-1,-0.3,-14,1
COc1ccc(C(=O)NNC(=O)C(=O)NC2CCCCC2)cc1,9,0,-4,/,/,/,0,1.3,-15,3
O=c1cc(-c2ccccc2)[nH]n1-c1ccc([N+](=O)[O-])cc1,6,9,-2,-1,21,44,-29,-3.4,-14,1
NC(=O)CN1C(=O)NC2(CCOc3ccccc32)C1=O (centres undefined),-1,8,-9,-6,-2,/,-22,-1.7,1,-2
NC1=NC(=O)C(Cc2ccc(F)cc2)S1 (centres undefined),0,-2,4,0,0,-10,8,0.3,-21,-3
CSc1nncc(/C(C)=N/O)n1,0,2,-2,5,-2,-39,10,-0.5,-4,-1

# High-throughput results: PubChem, several laboratories
